Source: PubChem (University of Pittsburgh Molecular Library Screening Center)
TbHK1 inh: blocks Trypanosoma brucei hexokinase 1 activity. 220,000 tested, 0.11% active. recombinant TbHK1, G6PDH-coupled NADH A340. inhibition, % at 10 µM;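 active means inhibition of 50% or more in the single-dose primary screen; inactive means inhibition below 50%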
Hck Nef HTS: inhibitors of human Hck kinase activated by Nef | 220,000 tested, 0.68% active | inhibition, % at 20 µM | Recombinant Hck-YEEI plus Nef, Z-Lyte FRET kinase assay | P08631;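 active means Hck-Nef kinase inhibition above about 50%, limit read from the data; inactive means inhibition below that limit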;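 further: 0% = DMSO with Hck plus Nef and 100% = Hck alone without Nef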
Target sequence (P08631 whole entry, looked up): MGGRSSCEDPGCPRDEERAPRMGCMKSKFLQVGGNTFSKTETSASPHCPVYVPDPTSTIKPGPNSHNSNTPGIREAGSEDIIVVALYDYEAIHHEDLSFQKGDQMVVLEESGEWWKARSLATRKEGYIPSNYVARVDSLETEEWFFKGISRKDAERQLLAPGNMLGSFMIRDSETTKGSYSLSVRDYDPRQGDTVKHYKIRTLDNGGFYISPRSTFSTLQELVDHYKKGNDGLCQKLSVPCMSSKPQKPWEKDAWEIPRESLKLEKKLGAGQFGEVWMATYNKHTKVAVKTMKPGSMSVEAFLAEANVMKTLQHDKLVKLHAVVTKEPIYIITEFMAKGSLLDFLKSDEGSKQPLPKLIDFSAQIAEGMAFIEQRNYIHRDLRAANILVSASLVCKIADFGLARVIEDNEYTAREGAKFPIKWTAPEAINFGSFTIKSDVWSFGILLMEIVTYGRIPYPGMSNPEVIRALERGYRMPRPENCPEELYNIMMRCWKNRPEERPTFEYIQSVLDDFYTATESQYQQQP
L929 necroptosis: L929 zVAD cell death inhibition; L929 zVAD necroptosis rescue, ATP luminescence, 24 h; with zVAD 60 µM; viability rescue, % at 10 µM; 220,000 tested, 0.38% active;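 active means activation, scaled between plate controls, above about 75%, limit read from the data; inactive means activation under that limit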;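 further: 0% = zVAD with DMSO and 100% = DMSO alone without zVAD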
* marks the source's active call; other numbers are inactive results.

SMILES	TbHK1 inh	Hck Nef HTS	L929 necroptosis
Cn1c(=N)c(S(=O)(=O)c2ccc(Cl)cc2)cc2c(=O)n3ccccc3nc21	-3	2	-0.1
COc1ccc(NC(=S)Nc2ccc(F)cc2)c(OC)c1	4	-1	0.1
CN(C(=O)c1ccc(C(=O)N(C)C2CCCCC2)cc1)C1CCCCC1	9	2	0.3
COc1ccccc1C1/C(=C(\O)c2c(C)nc3c(C)cccn23)C(=O)C(=O)N1CCCN(C)C (centres undefined)	-4	0	0.5
CCC(=O)Oc1c(-c2ccccc2)c2nc3ccccc3nc2c2ccccc12	12	9	0.1
CC(=O)N1CCc2cc(S(=O)(=O)NCCC3=CCCCC3)ccc21	-1	2	0.0
C=CCn1c(CNC(=O)CCC)nc2ccccc21	6	-8	0.1
O=C1CC(SCCc2nc3ccccc3[nH]2)C(=O)N1c1ccc(F)c(Cl)c1 (centres undefined)	-2	2	0.3
O=C(Nc1ccc(-c2nnc(-c3ccccc3)o2)cc1)c1ccc(Br)o1	-23	19	0.5
Cc1nc(Nc2nc(-c3ccccc3)cc(=O)[nH]2)nc2ccccc12	-21	4	-0.5
COc1ccc(C(=O)COC(=O)CCCn2c(=O)oc3ccccc32)cc1	-1	3	0.2
COCCn1nnnc1CN(CCc1ccccc1)Cc1cc2cc(OC)ccc2[nH]c1=O	-8	7	0.5
COc1cc(NC(=O)CC(C)C)ccc1NC(=O)c1ccco1	-1	-1	0.1
COc1cccc(C2CC(c3ccccc3Cl)Nc3ncnn32)c1 (centres undefined)	-4	2	1.6
O=C(CN1C(=O)CCC1=O)Nc1nc2c(F)cc(F)cc2s1	-17	0	0.1
c1nc(NCC2CCCO2)c2[nH]cnc2n1 (centres undefined)	-7	1	-0.2
CCOC(=O)CSc1snnc1C	-1	2	0.1
Cc1nc2ccccc2c(=O)n1NC(=O)Cc1ccccc1	-2	-7	0.0
CCC1(C)Cc2c(sc3c2c(=O)n(C)c2nnc(SCC(=O)c4ccc(Cl)cc4)n32)CO1 (centres undefined)	3	-7	-0.1
O=C(Nc1ccc2c(c1)Cc1ccccc1-2)c1cc2ccccc2o1	-9	-7	-1.1
Cn1c(=O)c2c(nc(N3CCCCC3)n2CCSc2nc3ccccc3o2)n(C)c1=O	0	0	0.1
COc1ccc(/C=C/C(=O)c2cc(F)ccc2OC(=O)c2ccccc2)cc1OC	-15	0	-0.2
Cc1cccc(NC(=O)CSc2nccn2C)c1	0	18	0.5
CCCCCCNc1c([N+](=O)[O-])cc(C)cc1[N+](=O)[O-]	2	1	0.0
N#Cc1c(SCC(N)=O)nc2c(c1-c1ccc(OCc3ccccc3)cc1)CCCC2	-9	50	-0.3
Continued.
SMILES	TbHK1 inh	Hck Nef HTS	L929 necroptosis
Cc1c(-n2c(CN3C(=O)c4ccccc4C3=O)nc3ccccc3c2=O)c(=O)n(-c2ccccc2)n1C	-5	0	0.0
COc1ccccc1C(=O)Nc1cc(-c2nn3c(C)nnc3s2)ccc1C	-5	21	0.1
COc1ccc(Nc2nc(C(C)(C)C)nc3c2nnn3Cc2ccccc2Cl)cc1OC	-28	-7	-0.3
O=C(c1cn(-c2ccccc2)nc1-c1ccncc1)n1nnc2ccccc21	2	32	0.8
Cn1c(-c2ccc(C(=O)c3ccccc3)s2)nc2ccccc21	-1	0	0.8
Cc1nn(C(=O)N2CCOCC2)c(C)c1CN1C(=O)c2ccccc2C1=O	0	-1	0.1
CCOC(=O)c1cc(-c2nnc(-c3cc(OC)c(OC)c(OC)c3)o2)c(C)nc1C	-3	3	-0.2
Cc1cc(C(F)(F)F)nn1CC(=O)N(C)C1CCCCC1	6	17	0.9
O=C(NCCCN1CCCC1=O)Nc1ccc(Cl)cc1	2	0	0.5
CCOC(=O)c1c2c(n(C)c1COC)C(=O)C(=O)c1ccc(Br)cc1-2	-2	12	0.8
COc1ccccc1NC(=O)c1oc2ccccc2c1NC(=O)c1cc(OC)c(OC)c(OC)c1	-22	7	-0.1
CCC(=O)c1coc2ccc(O)cc12	7	4	-0.2
CC1(C)CC(=O)C=C(NC2CCS(=O)(=O)C2)C1 (centres undefined)	-7	4	1.0
CC(=O)CSc1nnc(-c2ccc(S(=O)(=O)N3CCC(C)CC3)cc2)o1	-13	10	-1.1
CCCc1cc(=O)[nH]c(/N=C(/NC(=O)c2ccccc2)Nc2ccc3c(c2)OCCO3)n1	-3	11	4.1
O=C(/C=C/Nc1cccc([N+](=O)[O-])c1)c1ccco1	-23	0	-0.4
CCCCCCc1nc2ccccc2c(=O)n1NC(=O)c1c(O)c2cccc3c2n(c1=O)CC3	-2	14	-0.2
CCOCCn1c(CN2CCN(c3ccccc3)CC2)nc2c1c(=O)n(C)c(=O)n2C	-1	0	-0.4
CCCCCCc1cc2cc(-c3nnc(-c4cccc(OC)c4)o3)c(=O)oc2cc1O	15	6	-0.1
Cn1c(=O)c2c(nc(CN3CCN(c4ccccc4)CC3)n2CCc2ccccc2)n(C)c1=O	-3	2	-0.2
Cc1coc2c(C)c3oc(=O)cc(-c4ccccc4)c3cc12	1	8	1.8
O=C1CC(N2CCN(c3ccccc3F)CC2)C(=O)N1c1ccc(F)cc1 (centres undefined)	-2	7	0.3
Cn1c(=O)c2c(nc(CN3CCc4ccccc4C3)n2Cc2ccc(F)cc2)n(C)c1=O	-7	-7	-0.3
Cc1c(NC(=O)Nc2ccc(Cl)c(Cl)c2)sc(=S)n1C	6	-4	0.1
CN=C1S/C(=C\c2cccn2-c2cccc(Br)c2)C(=O)N1C	-10	6	1.3

Reformatted with two lines to a compound: entries from further up.
The line under a structure holds: TbHK1 inh	Hck Nef HTS	L929 necroptosis
> CC(=O)CSc1nnc(-c2ccc(S(=O)(=O)N3CCC(C)CC3)cc2)o1
  -13	10	-1.1
> CCCc1cc(=O)[nH]c(/N=C(/NC(=O)c2ccccc2)Nc2ccc3c(c2)OCCO3)n1
  -3	11	4.1
> O=C(/C=C/Nc1cccc([N+](=O)[O-])c1)c1ccco1
  -23	0	-0.4
> CCCCCCc1nc2ccccc2c(=O)n1NC(=O)c1c(O)c2cccc3c2n(c1=O)CC3
  -2	14	-0.2

Reformatted: entries from further up
Results follow in this order: TbHK1 inh | Hck Nef HTS | L929 necroptosis
CCCc1cc(=O)[nH]c(/N=C(/NC(=O)c2ccccc2)Nc2ccc3c(c2)OCCO3)n1
    -3 | 11 | 4.1
O=C1CC(N2CCN(c3ccccc3F)CC2)C(=O)N1c1ccc(F)cc1 (centres undefined)
    -2 | 7 | 0.3
CCOC(=O)c1c2c(n(C)c1COC)C(=O)C(=O)c1ccc(Br)cc1-2
    -2 | 12 | 0.8
CCOCCn1c(CN2CCN(c3ccccc3)CC2)nc2c1c(=O)n(C)c(=O)n2C
    -1 | 0 | -0.4

Later entries
SMILES	TbHK1 inh	Hck Nef HTS	L929 necroptosis
CN1CCN(C(=O)c2ccc(-c3nn(C)c(=O)c4ccccc34)cc2)CC1	6	0	0.1
CCOc1nnnc2c1sc1nc(N3CCOCC3)c3c(c12)CC(C)(C)OC3	0	1	-0.2
Cc1ccc(C)c(NC(=S)NCCN2CCOCC2)c1	2	-1	-0.2
O=C(CCN1CCc2ccccc2C(O)(c2ccccc2)C1)c1ccc2c(c1)OCCO2 (centres undefined)	-3	10	-0.1
CC(C)(C)C(=O)N1CCN(c2ccc([N+](=O)[O-])cc2Cl)CC1	-8	-1	-0.2
Cn1c(=O)c2c(nc(NCCCN3CCOCC3)n2Cc2ccc(Cl)c(Cl)c2)n(C)c1=O	-10	3	-0.1
Cc1cccc(-c2c3c(=O)n(C)c(=O)n(C)c3cn2-c2ccc(O)cc2)c1	-7	2	0.2
O=S(=O)(NCc1ccc2c(c1)OCO2)c1ccc2oc3ccccc3c2c1	2	-8	-1.0
Cn1c(=O)n(CC(=O)OCc2ccccc2)c(=O)c2c1nc1n2CCCN1C1CCCCC1	2	-1	1.2
Cc1ccc(-c2nnc(N3CCN(C(=O)CN4C(=O)c5ccccc5C4=O)CC3)c3ccccc23)cc1	-7	6	0.5
COc1ccc(-n2nc(C(=O)N3CCC(C#N)CC3)c3c4ccccc4n(C)c3c2=O)cc1	-11	20	3.7
Nc1ccc2c(c1)CCC2=O	-14	5	1.8
Cc1cccc(N2CCN(C(=O)c3cc4c(=O)[nH]c5ccccc5c4n3C)CC2)c1C	3	1	0.1
Clc1ccc2c(Cl)c(-c3nnc(-c4ccccc4)o3)sc2c1	-5	-7	-1.3
CCOC(=O)c1cc2c(=O)n3cccc(C)c3nc2n(CCOC)c1=NC(=O)c1ccncc1	-3	6	-0.3
COC(=O)c1cc(OC)c(OC)cc1NC(=O)c1oc2ccccc2c1C	-3	14	-0.9
Nc1nnc(C(=O)c2ccccc2N)s1	-21	0	-0.1
CCOC(=O)c1c2c(n(C)c1C)C(=O)C(=O)c1ccc(Br)cc1-2	-9	22	-2.0
Cc1ccc(-c2cc(-c3ccccc3)nc(N/N=C/c3cccnc3)n2)cc1	-21	-1	0.6
Cc1ccccc1OCCn1cc(C(=S)N2CCCC2)c2ccccc21	5	-1	-0.2
Cc1ccc(-c2nc3cccnc3s2)cc1NC(=O)c1ccco1	0	6	0.2
COc1cc(S(=O)(=O)N2CCOCC2)c(OC)c(S(=O)(=O)N2CCOCC2)c1	-17	1	-0.3
N#C/C(=C\c1cccc2ccccc12)c1nn(-c2ccccc2)c(N)c1C#N	-11	0	3.5
CCOC(=O)c1nc2cc3n(c(C)c-2c1C)C(C)C(CC)=C3C (centres undefined)	-6	8	-0.4
CCCCC(=O)NCCc1cc2c(C)ccc(C)c2[nH]c1=O	-15	23	1.4
Carrying on.
SMILES	TbHK1 inh	Hck Nef HTS	L929 necroptosis
O=C(c1ccc(CN2CCc3ccccc3C2)cc1)N1CCN(c2ccc(F)cc2)CC1	2	1	0.4
CN(C)c1nc(N/N=C\c2ccc(Cl)c([N+](=O)[O-])c2)nc(Nc2ccc(F)cc2)n1	-3	39	-0.4
CN=C1S/C(=C\c2cn(C(C)=O)nc2-c2ccccc2)C(=O)N1C	-14	1	2.8
Cc1c(NC(=O)c2nn(C)c(=O)c3ccccc23)c(=O)n(-c2ccccc2)n1C	-8	-1	0.0
COc1cc(CN2CC(C)OC(C)C2)cc(OC)c1 (centres undefined)	-3	0	-0.7
COc1ccc(N2CCN(C(=O)CSc3ncnc4scc(-c5ccc(C)cc5)c34)CC2)cc1	-4	1	-0.4
CCn1c(SC)nnc1-c1ccc(S(=O)(=O)N2CCCCC2)cc1	6	8	-0.1
O=C1c2cccc3c(N4CCCCC4)ccc(c23)C(=O)N1c1ccc(Cl)cn1	5	0	-0.4
O=C(c1ccc2c(c1)C(=O)N(c1ccc(Cl)cc1)C2=O)N1CCN(c2ccccn2)CC1	-5	3	1.1
C=CCn1c(=O)/c(=C2/SC(C)=C(C)N2CC)s/c1=C1/C(=O)N(C)C(=S)N1c1ccccc1	1	7	-0.2
COc1ccc(CCNc2nc(C)cc(=O)[nH]2)cc1OC	1	8	0.8
Cn1c(=O)c2c(nc(SCC(=O)N3CCc4ccccc43)n2Cc2ccc(F)cc2)n(C)c1=O	1	5	-0.2
CCOC(=O)c1c(NC(=O)CSc2nnc(-c3ccncc3)n2Cc2ccco2)sc(C(C)=O)c1C	-21	11	-0.5
Cc1nn(Cc2ccccc2)c(C)c1NC(=O)CSc1nc2sc3c(c2c(=O)n1C)CCC3	-11	15	-0.6
CCOc1nc(-c2ccc(OC)cc2)ccc1-c1noc(-c2cccnc2)n1	-11	9	-0.3
Cc1cc(C)nc(N2CCC(C(=O)NC3CCCCCC3)CC2)n1	4	2	0.5
Cc1cc(NC(=O)CCC(=O)N(CC2CCCO2)C(C(=O)NC2CCCC2)c2ccccc2C)no1 (centres undefined)	2	0	-0.2

Quoted from the listing:
Under L929 necroptosis, O=C(Nc1ccc(-c2nnc(-c3ccccc3)o2)cc1)c1ccc(Br)o1 is entered as 0.5
Under TbHK1 inh, N#Cc1c(SCC(N)=O)nc2c(c1-c1ccc(OCc3ccccc3)cc1)CCCC2 is entered as -9
Under Hck Nef HTS, Cc1cc(NC(=O)CCC(=O)N(CC2CCCO2)C(C(=O)NC2CCCC2)c2ccccc2C)no1 (centres undefined) is entered as 0

Shown with values under each structure: two of the compounds above.
Below each compound – TbHK1 inh	Hck Nef HTS	L929 necroptosis
- Cc1nn(Cc2ccccc2)c(C)c1NC(=O)CSc1nc2sc3c(c2c(=O)n1C)CCC3
 : -11	15	-0.6
- CCOc1nc(-c2ccc(OC)cc2)ccc1-c1noc(-c2cccnc2)n1
 : -11	9	-0.3

Only part of the results is shown, so the mix of outcomes need not match the whole.
